# Tn7 DDE FP: disrupts Tn7 cyclic peptide binding to fibrin D-Dimer-E complex. P02675. FP displacement of FITC-Tn7 peptide from fibrin DD(E); 0% = median of compound wells per plate. inhibition, % at 8.3 µM. 370,000 tested, 0.13% active;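 active = inhibition above the mean of compounds falling within the control limits plus 3 SD of them, cut at about 14% in these data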;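 note: 0% = plate median of compound wells and 100% = 10 µM Aha-Tn7 peptide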
#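 Assay system: human fibrin DD(E) protein / Input: 2 µM fibrin DD(E) / Benchmarks: high control of 10 µM Aha-Tn7 peptide / Measured by: fluorescence polarization of the labelled Tn7 tracer / Medium: Tris buffer with calcium and detergent, pH 7.8 / Timing: 10 min compound pre-incubation, 3 h probe incubation at room temperature / Repeats: one replicate per compound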
# LEDGF integ inh: blocks HIV-1 LEDGF/p75-dependent DNA integration; inhibition, % at 3.7 µM; TR-FRET IN-LEDGF/p75 DNA integration, Eu/Cy5; 370,000 tested, 0.64% active;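 active = inhibition above the screen-wide mean plus 3 SD, cut at about 13% in these data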;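 note: signal is the Cy5 over europium emission ratio at 671 and 618 nm; 0% = plate median of compound wells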
# SIAE primary: inhibitors of human sialic acid acetylesterase SIAE; SIAE FP-Rh probe binding, fluorescence polarization; inhibition, % at 9.66 µM; 370,000 tested, 0.69% active; AID 1053197;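 active = inhibition above a cutoff: mean of compounds within the control limits plus 3 SD of those, cut at about 17% in these data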;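 note: 0% = plate median of compound wells and 100% = probe without SIAE protein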
# Target sequence (Q9HAT2 whole entry, looked up): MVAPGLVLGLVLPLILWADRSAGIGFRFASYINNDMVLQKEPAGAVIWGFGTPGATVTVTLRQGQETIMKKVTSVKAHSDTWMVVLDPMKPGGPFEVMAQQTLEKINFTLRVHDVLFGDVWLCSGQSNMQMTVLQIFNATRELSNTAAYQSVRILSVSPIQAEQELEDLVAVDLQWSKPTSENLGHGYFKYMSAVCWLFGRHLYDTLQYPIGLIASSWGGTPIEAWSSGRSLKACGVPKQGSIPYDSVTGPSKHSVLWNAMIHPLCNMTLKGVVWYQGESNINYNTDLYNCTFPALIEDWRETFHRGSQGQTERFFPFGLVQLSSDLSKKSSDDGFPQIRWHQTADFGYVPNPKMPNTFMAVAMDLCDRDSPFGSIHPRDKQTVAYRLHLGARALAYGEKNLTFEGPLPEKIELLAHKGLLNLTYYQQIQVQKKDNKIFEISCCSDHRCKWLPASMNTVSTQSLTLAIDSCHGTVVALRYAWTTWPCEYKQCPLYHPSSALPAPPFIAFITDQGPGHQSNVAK
# TCR CD3 inh: inhibitors of human TCR-CD3 interaction; 360,000 tested, 0.37% active; TAMRA-labeled TCR probe fluorescence, biochemical; inhibition, % at 9.4 µM; AID 651800; in the data active = inhibition above about 19%;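 note: recombinant mutant TCR 2C K166C tagged with TAMRA read by polarization; 0% = receptor in buffer alone and 100% = receptor with positive control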
# UHRF1 MBD2 ctr: human UHRF1 methylated DNA binding inhibitors. Q96T88. UHRF1 binding to methylated oligo, TR-FRET. inhibition, % at 4.4 µM. 370,000 tested, 0.75% active. AID 687016; in the data active = inhibition above about 21%;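 note: UHRF1 SRA domain binding a hemimethylated CpG hairpin DNA probe; 0% = median of test compound wells and 100% = reference inhibitor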
# HTRA1 inh: inhibitors of human serine peptidase HTRA1; Q92743; recombinant HTRA1, FP-rhodamine activity-based probe, fluorescence polarization; inhibition, % at 5.96 µM; 340,000 tested, 0.5% active; in the data active = inhibition above about 36%;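 note: 0% = enzyme with DMSO and 100% = wells lacking enzyme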
# PG9 binder: binds the HIV-1 gp120 antibody PG9 | TR-FRET gp120-PG9 antibody binding | inhibition, % at 6.7 µM | 360,000 tested, 0.43% active | AID 624416; in the data active = inhibition above about 8.5%
# PRMT1 inh: inhibitors of human PRMT1. recombinant PRMT1, activity-based probe fluorescence polarization. inhibition, % at 2.79 µM. 370,000 tested, 1.3% active. AID 652257;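 active = inhibition above about 21% made by adding two undisclosed values, limit read from the data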
# ABHD4 inh: inhibits mouse alpha/beta hydrolase domain 4; Q8VD66; purified mABHD4, FP-Rh probe fluorescence polarization; inhibition, % at 8.92 µM; 370,000 tested, 0.54% active; AID 720543;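 active = inhibition exceeding the mean over every tested compound plus 3 SD, cut at about 30% in these data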;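 note: 0% = plate median of compound wells and 100% = S159A mutant with DMSO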
# Target sequence (Q8VD66 whole entry, looked up, the tested form may be a part): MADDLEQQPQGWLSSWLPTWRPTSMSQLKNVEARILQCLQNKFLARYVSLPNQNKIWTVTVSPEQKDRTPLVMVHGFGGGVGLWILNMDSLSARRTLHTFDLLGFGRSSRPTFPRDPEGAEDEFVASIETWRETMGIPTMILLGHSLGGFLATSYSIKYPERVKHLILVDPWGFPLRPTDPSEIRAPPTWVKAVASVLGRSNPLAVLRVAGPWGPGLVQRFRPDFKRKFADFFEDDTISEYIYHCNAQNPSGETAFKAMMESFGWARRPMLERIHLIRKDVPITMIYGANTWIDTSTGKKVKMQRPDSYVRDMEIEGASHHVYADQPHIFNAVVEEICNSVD
#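 Test system: mABHD4 protein | Buffer or medium: HEPES pH 7.0 buffer, 150 mM NaCl, 0.01% Pluronic F-127 | Probe or stimulus: FP-Rh fluorescent activity-based probe, added after compound pre-incubation | Timing: Pre-incubation 45 min, probe exposure 60 min, at 25 °C | Technique: Fluorescence polarization, excitation 525 nm, emission 598 nm, BODIPY TMR filters | Repeats: Single well per compound (singlicate)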
# TDP2 inh: TDP2 (human) inhibition, absorbance primary screen; recombinant TDP2, T5PNP hydrolysis, p-nitrophenol absorbance 415 nm; O95551; 370,000 tested, 0.34% active; inhibition, % at 12.8 µM; AID 720702;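 active = inhibition above the mean of all tested compounds plus 3 SD, set per campaign, cut at about 25% in these data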;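 note: 0% = DMSO with enzyme and 100% = buffer with substrate but no TDP2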
#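 test system = human TDP2 enzyme | input = TDP2 enzyme at 120 nM final | medium = 50 mM Tris-HCl pH 7.5 with Mg2+, KCl, DTT, BSA | also added = T5PNP substrate, 5 mM | times = 2 h at 37 °C | technique = epi absorbance | benchmarks = high control without enzyme, low control DMSO plus TDP2 | replication = each compound tested once, singlicate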
# * = called active by the depositor; nt = no result given.
Tn7 DDE FP,LEDGF integ inh,SIAE primary,TCR CD3 inh,UHRF1 MBD2 ctr,HTRA1 inh,PG9 binder,PRMT1 inh,ABHD4 inh,TDP2 inh,structure
-1.1,-0.5,-2.7,3.0,2.2,-4.6,-2.0,-5.8,1.7,-17.0,Cc1cccc(OCC(O)Cn2c(NCc3cccnc3)nc3c2c(=O)[nH]c(=O)n3C)c1 (stereo not given)
4.5,1.4,8.9,-4.6,-2.7,-18.1,-1.1,1.5,5.3,6.6,N#CC1=C2SCC(O)(c3ccccc3)N2C(=O)CC1c1ccccc1 (stereo not given)
-2.7,0.8,-4.0,-1.9,-1.1,-20.2,0.0,1.2,-5.5,-1.7,Cc1ccc(N(CC(=O)NCc2ccccc2Cl)S(=O)(=O)c2cccs2)cc1
-5.7,-1.2,10.2,3.3,-0.6,3.0,-0.9,-2.1,2.6,7.9,Cn1c(=O)c2c(nc(SCC(=O)N3CCc4ccccc4C3)n2C)n(C)c1=O
-3.1,-1.7,4.3,-1.4,-0.9,-3.5,0.6,-2.2,7.1,10.1,Oc1ccc[n+](CC(O)c2ccccc2)c1 (stereo not given)
-10.1,-0.7,-3.8,-3.2,7.0,2.6,0.3,1.5,5.1,-4.5,COc1cc(C2CC(=O)c3cnc(N4CCN(Cc5ccccc5)CC4)nc3C2)cc(OC)c1OC (stereo not given)
1.5,0.3,0.6,-1.5,-2.2,-4.0,-0.7,3.8,1.3,13.4,COCC(=O)Nc1nc2n(n1)C(c1ccc(Cl)cc1)CC(c1ccc(OC)cc1)N2 (stereo not given)
3.2,-1.5,2.1,10.5,-0.1,-1.8,0.1,6.6,-1.1,5.3,CCNC(=S)N/N=C/c1c(C)nn(-c2cccc(Cl)c2)c1Cl
-8.0,0.0,-11.3,-6.9,0.0,-39.3,-2.0,-2.5,-34.2,5.2,CCOc1ccccc1Oc1cn[nH]c1-c1ccc(OCC(=O)NN)cc1O
0.7,2.2,-8.4,3.0,-0.5,1.9,-1.4,-2.8,5.4,-5.5,CC1CC(C)CN(c2ccc(C(=O)OCC(=O)NC3CCCc4ccccc43)cc2[N+](=O)[O-])C1 (stereo not given)
1.6,-3.1,-5.5,3.3,-1.9,0.8,1.8,1.4,-2.0,12.8,O=c1[nH]c(-c2ccccc2)c(-c2ccccc2)nc1[N+](=O)[O-]
3.3,-0.1,1.4,3.4,-2.9,-4.3,-1.4,-3.6,1.4,-3.8,COc1ccc(C2C3=C(Nc4ncnn42)c2ccccc2CCC3)cc1 (stereo not given)
-0.1,-0.6,-5.8,3.5,0.6,-5.1,-1.4,0.7,2.7,-4.1,CCOC(=O)C1(Cc2cccc(Cl)c2)CCCN(C(=O)c2occc2C)C1 (stereo not given)
2.1,1.2,8.0,-2.0,3.1,-6.1,-1.8,-2.5,-7.2,-12.7,CC(C)(C)OC(=O)NCCOC(=O)c1[nH]cnc1C(=O)NCc1ccccc1
-3.2,1.3,-4.5,-2.8,-0.9,-22.6,2.9,1.0,-11.6,7.8,O=c1nc(SCc2ccc(Cl)cc2)nc(-c2ccccc2)[nH]1
-4.4,-0.9,-0.5,0.3,3.0,nt,-0.1,-3.4,-1.6,0.4,CCc1nc2ccc(C(=O)NCCCN3CCCC3=O)cn2c1N(C)C(=O)Nc1ccccc1OC
-4.3,0.2,0.6,4.7,-3.2,5.3,-1.6,-1.7,3.5,18.9,O=c1[nH]c2ccc(F)cc2[nH]c1=O
-2.0,1.6,11.8,7.6,-0.9,-9.7,3.3,-1.9,1.8,-2.6,CCN(CC)C(=O)Oc1ccc(Br)c2ccccc12
-1.5,2.0,3.7,-2.1,3.1,-7.1,0.9,5.5,-4.5,-10.2,CCS(=O)(=O)c1nc(S(=O)(=O)c2ccc(C)cc2)c(N2CCCCCC2)s1
-2.0,1.2,-6.3,1.4,0.8,10.0,-3.8,-0.9,3.8,-3.0,CCOC(=O)c1c(C)oc2c1c(C=NCCC(=O)O)c(O)c1ccccc12
6.3,-2.9,2.3,-4.4,-0.7,6.4,-0.1,-1.5,-1.6,1.1,Cc1cc(/C=N/NC(=O)c2ccncc2)c(C)n1-c1cccc(C(F)(F)F)c1
-10.9,1.4,-3.2,-2.4,3.6,3.7,-5.0,-2.9,10.3,-19.4,CCn1c(SCC(=O)Nc2ccccc2)nnc1-c1ccc(S(=O)(=O)N2CCOCC2)cc1
-2.8,0.8,-0.4,-2.3,2.9,6.7,-0.1,-0.7,-3.4,-12.8,COc1ccc(NC(=O)c2ccc3c(c2)NC(=O)CS3)cc1
-1.8,0.5,3.9,-5.6,-0.3,-4.7,-0.1,0.2,3.1,9.8,O=C(Nc1ccc2c(c1)OCO2)C(c1ccc(Cl)cc1)N1CCN(C(=O)c2ccco2)CC1 (stereo not given)
-0.2,4.2,1.1,2.5,1.6,7.5,-1.4,-6.8,-4.4,-1.4,CCNC(=O)CC1C(=O)N(c2ccc(F)cc2)C(=O)N1Cc1cccs1 (stereo not given)

# The list goes on, overlapping the part above by three compounds.
Tn7 DDE FP,LEDGF integ inh,SIAE primary,TCR CD3 inh,UHRF1 MBD2 ctr,HTRA1 inh,PG9 binder,PRMT1 inh,ABHD4 inh,TDP2 inh,structure
-2.8,0.8,-0.4,-2.3,2.9,6.7,-0.1,-0.7,-3.4,-12.8,COc1ccc(NC(=O)c2ccc3c(c2)NC(=O)CS3)cc1
-1.8,0.5,3.9,-5.6,-0.3,-4.7,-0.1,0.2,3.1,9.8,O=C(Nc1ccc2c(c1)OCO2)C(c1ccc(Cl)cc1)N1CCN(C(=O)c2ccco2)CC1 (stereo not given)
-0.2,4.2,1.1,2.5,1.6,7.5,-1.4,-6.8,-4.4,-1.4,CCNC(=O)CC1C(=O)N(c2ccc(F)cc2)C(=O)N1Cc1cccs1 (stereo not given)
0.2,-2.3,6.2,7.8,-0.5,-7.7,0.4,0.8,-3.8,14.8,CNC(=O)C(=O)NCCCN1CCOCC1
6.0,-3.1,4.8,0.3,-0.8,-27.6,-1.8,-2.8,-0.9,2.2,COc1ccc2c(c1)C(C)CC(C)(C)N2C(=O)CSc1nc2ccccc2s1 (stereo not given)
-5.1,-2.1,-87.3,-6.7,-0.9,-44.7,0.0,0.4,-14.0,0.6,Cc1cc(C)cc(-n2nnnc2SCC(=O)Nc2cccc(NC(=O)c3ccco3)c2)c1
-8.7,4.1,9.2,-3.6,4.0,nt,-3.6,-5.2,1.1,3.3,CCN(CC)CCCN=Cc1c(O)n(-c2c(C)cccc2C)c(=O)c2ccccc12
0.1,-3.8,7.7,-6.3,-1.0,-5.1,0.1,-1.5,-0.3,0.0,NC(=S)N/N=C/c1ccc(OC(=O)c2cccnc2)cc1
1.0,1.3,1.0,-0.4,3.9,2.3,-0.7,0.4,6.5,-4.8,CCn1c(=O)c(=O)n(CC)c2cc(S(=O)(=O)Nc3cccc(OC)c3)ccc21
0.8,-2.8,0.3,2.5,0.6,-2.6,2.3,2.0,-3.4,6.4,CC1CCCN(C(=O)c2ccc(NS(=O)(=O)c3ccc4[nH]c(=O)[nH]c4c3)cc2)C1 (stereo not given)
1.8,3.5,2.4,2.3,-1.1,2.3,-1.2,-2.1,-3.9,9.5,Cc1c(Cl)cccc1NC(=O)CCCn1cnc([N+](=O)[O-])n1
1.0,-2.4,7.1,0.1,-1.3,1.1,1.4,-3.8,0.3,2.9,O=C(Nc1cccc(F)c1)NC1(C(=O)N2CCN3CCCC3C2)CCCCC1 (stereo not given)
-10.1,1.7,-1.6,2.8,4.4,6.5,-1.9,6.3,3.2,-7.0,O=S(=O)(/N=C(\Sc1ccccc1)c1ccccc1)c1ccc(Cl)cc1
2.8,-3.9,-6.6,-3.7,2.9,1.5,0.7,7.0,0.0,-0.8,CCOc1ccc(C2N(c3cc(Cl)ccc3OC)C(=O)C3CCCN32)cc1OC (stereo not given)
-0.7,-1.7,-3.2,4.9,-0.6,3.2,-3.4,-3.0,0.8,-0.4,COc1ccc(CCn2nnnc2C(CC(C)C)N2CCC(C(N)=O)CC2)cc1OC (stereo not given)
-1.2,-1.7,-3.9,3.9,-3.4,-5.2,1.1,0.7,3.0,-9.0,CCN1CCN(c2nc(-c3ccccc3)c3ccccc3n2)CC1
-1.1,1.0,-1.9,6.1,2.2,-3.3,-2.6,-3.2,-3.5,5.0,C/C(=N/NC(=O)CCc1ccccc1)c1ccc2c(c1)OCO2
3.4,-9.4,0.2,-7.2,1.4,-0.5,3.0,3.0,3.5,-5.7,COc1ccccc1C(=O)NCC(=O)Nc1ccc2c(c1)CCC2
-7.5,6.4,6.6,6.0,-1.0,2.0,-1.0,-1.1,-0.4,1.9,CCOCCNC(=O)c1ccccc1C(=O)NCCOCC
0.8,-1.6,-0.1,-1.5,-0.8,3.9,-1.1,-1.6,-1.7,6.7,Cc1ccc(S(=O)(=O)n2c(=O)oc3ccccc32)cc1
-0.4,-2.5,-2.1,0.5,1.7,-5.4,0.6,0.6,5.8,3.3,COc1cccc(/C(O)=C/C(=O)C(=O)Nc2ccc(S(=O)(=O)NC(C)=O)cc2)c1
-1.1,-2.6,-8.4,3.8,0.6,-0.6,0.1,-2.1,4.3,4.3,CCNC(=O)CC1C(=O)N(c2ccc(F)cc2)C(=O)N1Cc1ccc(OC)cc1 (stereo not given)
2.5,-0.6,-6.4,-0.8,-0.9,-0.4,-0.6,-1.4,-3.8,5.4,Cc1cccc(C(=O)N[C@H](C(=O)Nc2nnc(C3CC3)s2)C(C)C)c1
-0.3,0.3,0.7,13.1,0.5,2.5,-1.8,0.1,-2.3,-7.1,Cc1ccccc1S(=O)(=O)Cc1ccc(C(=O)N2CCN(c3ncccn3)CC2)o1
5.9,-2.2,0.7,-9.3,-1.9,12.1,0.7,2.1,5.8,11.1,CCCNC(=O)N1CCC(C(=O)c2ccc(F)cc2)CC1
-0.5,0.1,5.2,9.0,1.5,0.7,1.2,-2.5,7.8,4.7,Cc1cc(C)c2nc(N3CCC(C(=O)NCCCN4CCCC4=O)CC3)sc2c1
0.5,-0.4,3.7,-3.9,0.3,12.6,2.2,0.5,-1.1,6.6,CC(C)NC(=O)N(C)C[C@H]1Oc2c(NS(=O)(=O)c3cccs3)cccc2C(=O)N([C@H](C)CO)C[C@@H]1C
6.8,3.7,0.6,5.0,5.0,-9.0,-1.2,-2.0,-3.4,-8.9,Cc1ccc(C)c(S(=O)(=O)NCCCN2CCOCC2)c1
0.1,4.9,-2.7,9.1,4.8,-7.9,1.0,1.6,-2.7,6.4,COc1ccc(CNC(=O)c2cccnc2Sc2ccc(C)c(C)c2)cc1
3.5,0.6,-5.8,-2.7,2.3,1.6,-1.0,-0.8,1.5,9.7,CN(c1ccc(C(=O)NCc2ccco2)cc1)S(C)(=O)=O

# Screens (PubChem BioAssay)
